AmpC inh det: AmpC beta-lactamase inhibition, detergent assay; purified AmpC, nitrocefin hydrolysis with detergent; 0.09% of 71,000 active; Potency, µM (highest dose often 28.7 µM), inactives show at the top dose activity change, negative = inhibition; P00811; active = well fitted curve in the direction sought with a large enough effect
Target sequence (P00811 whole entry, looked up): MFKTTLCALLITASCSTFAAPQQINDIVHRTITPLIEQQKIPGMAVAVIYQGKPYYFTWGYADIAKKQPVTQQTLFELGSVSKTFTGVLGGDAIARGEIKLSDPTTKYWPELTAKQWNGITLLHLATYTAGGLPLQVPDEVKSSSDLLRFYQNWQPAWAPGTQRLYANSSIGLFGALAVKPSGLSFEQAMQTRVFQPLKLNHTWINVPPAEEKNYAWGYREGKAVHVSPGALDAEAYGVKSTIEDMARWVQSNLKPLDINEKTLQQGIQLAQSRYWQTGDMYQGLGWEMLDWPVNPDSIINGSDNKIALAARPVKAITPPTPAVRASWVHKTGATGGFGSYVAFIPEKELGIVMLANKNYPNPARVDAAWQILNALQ
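E. coli AmpC (5.3 nM) in 20 mM phosphate pH 7.0 with 0.01% Triton X-100, preincubated 15 min RT with compound; nitrocefin (2 uL of 800 uM stock) hydrolysis followed by 480 nm absorbance every 20 s over 4 min.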
* hit, by the source's call; [ ] = dose if it differs, or a comment. % is set by controls: 0 for no effect and ±100 for the full control effect; potency is the fitted concentration of half-maximal effect. This is a subset; count on the stated rates, not on these rows.

Cc1ccc(N2CC(C(=O)Nc3ccc4c(c3)OCO4)CC2=O)cc1 (configuration not stated)
  AmpC inh det = -0.1%
CCN(CC)CC(=O)Nc1c(C)cc(C(C)(C)C)cc1C
  AmpC inh det = -4.4%
COc1ccc(-c2nnc(SCC(=O)Nc3cc(F)ccc3C)o2)cc1
  AmpC inh det = 13.2%
O=C(Cn1cnc2c(nnn2Cc2ccc(Cl)cc2)c1=O)NCC1CCCO1 (configuration not stated)
  AmpC inh det = -4.1%
COc1ccccc1-n1c(C)nnc1SCC(=O)Nc1cc(C)cc(C)c1
  AmpC inh det = -3.6%
CC[C@H](C)C(=O)O[C@H]1CCC=C2C=C[C@H](C)[C@H](CC[C@@H]3C[C@H](O)CC(=O)O3)[C@H]21
  AmpC inh det = -4.4%
CS(=O)(=O)N1CCC2(CC1)CN(c1ccc(-c3ccccc3)cc1)C2
  AmpC inh det = -1.1%
CCN=c1scc(C)n1/N=C/c1ccsc1
  AmpC inh det = 1.1%
NC(=O)CSCc1ccc(Br)cc1
  AmpC inh det = -3.6%
O=C(CSc1nnnn1-c1ccc2c(c1)CCC2)Nc1ccc2c(c1)OCCO2
  AmpC inh det = 16.5%

COc1cccc(-c2ccc3ncnc(NCc4ccccc4OC)c3c2)c1
  AmpC inh det = 12.6µM*
CCn1c(=O)cc(SCC(=O)N2CCN(C3CCCCC3)CC2)c2ccccc21
  AmpC inh det = 14.6%
O=S(=O)(c1ccc(Br)cc1)N1CCN(c2cc(-c3ccccc3)nc3ncnn23)CC1
  AmpC inh det = 0.8%
CCOC(=O)C1CCCN(CC(=O)/C=C2/N(C)c3ccccc3C2(C)C)C1 (configuration not stated)
  AmpC inh det = -3.3%
CCOC(=O)c1ccc(NC(=O)N2CCN(CCc3ccccc3)CC2)cc1
  AmpC inh det = -0.2%
c1ccc(Nc2ncnc3c2oc2ccccc23)cc1
  AmpC inh det = -5.7%
O=C(O)C[C@@H]1CCCc2ccccc2[C@H]1O
  AmpC inh det = 1.4%
Brc1ccccc1-c1nc(-c2ccccc2)no1
  AmpC inh det = 2.3%
O=C1CC(N2CCOCC2)C(=O)N1CCc1ccccc1 (configuration not stated)
  AmpC inh det = 9.3%
Cc1cccc(OCc2nc(C#N)c(N3CC(C)CC(C)C3)o2)c1 (configuration not stated)
  AmpC inh det = 10.4%

Cc1cc(N2CCOCC2)c2c(N)c(C)cc(C)c2n1
  AmpC inh det = -1.7%
Cc1nc(CNS(=O)(=O)c2cccc(F)c2)cs1
  AmpC inh det = -3.2%
COc1cc(C2c3c(oc4ccccc4c3=O)C(=O)N2Cc2cccnc2)cc(OC)c1OC (configuration not stated)
  AmpC inh det = -0.2%
O=C(CSc1nc2c(c(=O)n1-c1ccc(Cl)cc1)SCC2)Nc1nccs1
  AmpC inh det = 3.1%
CCOCCN(C=O)c1cccc(OC)c1
  AmpC inh det = -1.7%
Cc1nn(-c2ccccc2)c(C)c1C(=O)OCC(=O)Nc1ccc2c(c1)OCO2
  AmpC inh det = -2.9%
COc1cccc(CCC(=O)O)c1OC
  AmpC inh det = -0.5%
c1ccc2c(c1)ncn2Cc1nnc2sc(-c3ccc4c(c3)OCO4)nn12
  AmpC inh det = -2.4%
COc1ccc(OC(=O)c2cccc(S(=O)(=O)N3CCCC3)c2)cc1
  AmpC inh det = -2.7%
C(=C\c1ccco1)/C=N/n1cnnc1
  AmpC inh det = 1.0%

COC(=O)c1ccc(C(=O)OC)c(NC(=O)CCC(=O)O)c1
  AmpC inh det = 11.6%
O=C(CN1CCOCC1)N1CCN(C(=O)CN2CCOCC2)CC1
  AmpC inh det = -6.1%
COc1ccc(C(=O)CSc2nc(SC)ns2)cc1OC
  AmpC inh det = -3.5%
O=C(CSc1nnc(-c2ccc(Br)cc2)n1C1CCCCC1)N1CCCC1
  AmpC inh det = -4.8%
O=C(Cn1c(C2CC2)nc2ccccc2c1=O)Nc1ccc(Br)cc1
  AmpC inh det = -4.8%
O=C(Nc1ccc2oc(-c3ccccc3F)nc2c1)c1ccc2c(c1)OCCO2
  AmpC inh det = -3.5%
CC1CC1C(=O)OCc1cc(=O)n2cc(Br)ccc2n1 (configuration not stated)
  AmpC inh det = -5.9%
COC(=O)Cc1c[nH]c2ccc(OCC(O)CNC(C)C)cc12 (configuration not stated)
  AmpC inh det = -0.1%
Cc1ccccc1-c1nnc(SCc2ccccc2)o1
  AmpC inh det = 0.8%
CC(C)c1ccc(OCc2ccc(C(=O)N3CCN(c4ccccn4)CC3)cc2)cc1
  AmpC inh det = -4.6%

Quoted at random: 3 entries already listed
O=C(CN1CCOCC1)N1CCN(C(=O)CN2CCOCC2)CC1
  AmpC inh det = -6.1%
O=C(Nc1ccc2oc(-c3ccccc3F)nc2c1)c1ccc2c(c1)OCCO2
  AmpC inh det = -3.5%
CC1CC1C(=O)OCc1cc(=O)n2cc(Br)ccc2n1 (configuration not stated)
  AmpC inh det = -5.9%

Continuation:
CCOC(=O)c1cnc(SCC(=O)N2CCN(C(=O)c3ccco3)CC2)nc1N
  AmpC inh det = -1.2%
COc1ccc(CN(C2CCCC2)S(=O)(=O)c2ccc(-n3cnnn3)cc2)cc1OC
  AmpC inh det = 3.8%
O=C(OCn1nnc2ccccc2c1=O)c1ccc2c(=O)n3c(nc2c1)CCC3
  AmpC inh det = -8.1%
Cc1cc(C)n(CC(=O)NC2CCCCC2)n1
  AmpC inh det = -5.6%
CCC(C)[C@H](NC(=O)Nc1ccc2c(c1)OCCO2)C(=O)O (some centres not stated)
  AmpC inh det = -2.6%
Cc1cc(NS(=O)(=O)c2ccc(Nc3nc(-c4sc(N)nc4C)cs3)cc2)no1
  AmpC inh det = 0.3%
COC(=O)c1ccccc1S(=O)(=O)Nc1ccc2cn[nH]c2c1
  AmpC inh det = -0.1%
COC(=O)c1ccc(C(NC(=O)OCc2ccccc2)/C(=C/[C@@H](C)C(=O)NCCF)c2cccnc2)cc1 (some centres not stated)
  AmpC inh det = 18.2%
COc1cccc(CN(Cc2cccnc2)S(=O)(=O)c2ccc(-n3cnnn3)c(C)c2)c1
  AmpC inh det = 7.3%
CCCc1cc(Nc2cccc(OCC)c2)n2ncnc2n1
  AmpC inh det = -1.8%

Some of the entries above in another layout:
SMILES,AmpC inh det
COc1ccc(CN(C2CCCC2)S(=O)(=O)c2ccc(-n3cnnn3)cc2)cc1OC,3.8%
COC(=O)c1ccc(C(NC(=O)OCc2ccccc2)/C(=C/[C@@H](C)C(=O)NCCF)c2cccnc2)cc1 (some centres not stated),18.2%
CCC(C)[C@H](NC(=O)Nc1ccc2c(c1)OCCO2)C(=O)O (some centres not stated),-2.6%
CCCc1cc(Nc2cccc(OCC)c2)n2ncnc2n1,-1.8%
COC(=O)c1ccccc1S(=O)(=O)Nc1ccc2cn[nH]c2c1,-0.1%
CCOC(=O)c1cnc(SCC(=O)N2CCN(C(=O)c3ccco3)CC2)nc1N,-1.2%
Cc1cc(NS(=O)(=O)c2ccc(Nc3nc(-c4sc(N)nc4C)cs3)cc2)no1,0.3%

Following part
CCCCOC(=O)c1cc2c(cn1)[nH]c1ccccc12
  AmpC inh det = -3.1%
COc1c(C)cc(Br)cc1C(=O)NCc1cccnc1
  AmpC inh det = -3.5%
COCCNC(=O)C(c1ccco1)N(C(=O)Cn1nnc2ccccc21)c1ccc(C)cc1C (configuration not stated)
  AmpC inh det = -3.8%
CC1CCC(NC(=O)C2(C)CCC(=O)N2Cc2cccnc2)CC1 (configuration not stated)
  AmpC inh det = 11.7%
C=CCn1c(SCC(=O)Nc2cc(C)cc(C)c2)nnc1-c1cnccn1
  AmpC inh det = 13.8%
Nc1nnc(C2CCCC2)s1
  AmpC inh det = 4.7%
N#CC1=C(N)Oc2c(c(=O)oc3ccccc23)C1c1cccnc1 (configuration not stated)
  AmpC inh det = -3.9%
O=C(CN1CCN(C(=O)c2ccco2)CC1)Nc1ccc2c(c1)OCCO2
  AmpC inh det = 1.2%
CCOC(=O)c1cnc(SCC(=O)Nc2ccc(NC(=O)CC)c(OC)c2)nc1N
  AmpC inh det = -2.9%
Cc1cccc(OCCCCc2c(C)n[nH]c2C)c1C
  AmpC inh det = -6.1%

Shown as tab-separated lines: part of the list above
compound	AmpC inh det
COC(=O)c1ccc(C(NC(=O)OCc2ccccc2)/C(=C/[C@@H](C)C(=O)NCCF)c2cccnc2)cc1 (some centres not stated)	18.2%
O=C(OCn1nnc2ccccc2c1=O)c1ccc2c(=O)n3c(nc2c1)CCC3	-8.1%
COC(=O)Cc1c[nH]c2ccc(OCC(O)CNC(C)C)cc12 (configuration not stated)	-0.1%

The results go on.
COc1ccc(Nc2ncccc2C(=O)Nc2ccccc2)cc1
  AmpC inh det = -0.9%
Cc1noc(C)c1COC(=O)c1ccccc1Oc1ccccc1
  AmpC inh det = 1.5%
CC1CCCCN1C(=O)N[C@@H](Cc1ccccc1)C(=O)O (some centres not stated)
  AmpC inh det = -1.2%
CCOCCn1c(=O)c2c(nc3n2CCN3c2ccc(CC)cc2)n(C)c1=O
  AmpC inh det = -1.3%
Cc1noc(C)c1C(=O)N1CCC[C@@]2(CCN(C(=O)NC(C)C)C2)C1
  AmpC inh det = -1.4%
CCCCc1cc(=O)oc2cc(C)c(CN3CCCC3)c(O)c12
  AmpC inh det = -1.1%
CCCn1c(CN(Cc2ccccc2)Cc2ccccc2)nc2c1c(=O)n(C)c(=O)n2C
  AmpC inh det = 10.7%
CCOC(=O)c1c(C)oc2c(CN3CCN(C)CC3)c(Br)c(OC)c(O)c12
  AmpC inh det = 9.8%
CCOC(=O)c1[nH]c(C)c(C(=O)Nc2cc(Cl)ccc2C)c1C
  AmpC inh det = -2.7%
CCOC(=O)C(C)n1cnc2c(nnn2-c2ccc(C)cc2)c1=O (configuration not stated)
  AmpC inh det = -5.8%

CCc1ccc(C(C)NC(=O)c2cc(C)oc2C)cc1 (configuration not stated)
  AmpC inh det = -4.0%
O=c1cc(CSc2ccc(Cl)cc2)nc(N2CCOCC2)[nH]1
  AmpC inh det = -2.8%
CC(C)n1c(CCCO)nc2ccccc21
  AmpC inh det = -2.3%
Cc1cnc(NC(=O)CSc2ncc(-c3ccccc3)n2Cc2ccco2)s1
  AmpC inh det = -5.7%
CCOC(=O)C1CN(c2cc3c(cc2F)c(=O)c(C(=O)O)cn3CC)OC1C(=O)OCC (configuration not stated)
  AmpC inh det = -0.7%
CCCn1nc(NC(=O)c2ccncc2)c2cc3ccccc3nc21
  AmpC inh det = -3.8%
Cc1noc(C)c1-c1cc(N2CCN(C)CC2)ncn1
  AmpC inh det = 7.8%
Cc1c(NC(=O)c2ccc3c(c2)OCO3)c(=O)n(-c2ccccc2)n1C
  AmpC inh det = -1.6%
COc1ccc(N2CCN(S(=O)(=O)c3ccc(Cl)c(C(F)(F)F)c3)CC2)cc1
  AmpC inh det = -7.3%
CCn1nnc(NC(=O)C(C)Oc2ccc(Cl)cc2Cl)n1 (configuration not stated)
  AmpC inh det = 0.0%

Clc1ccc(C2Nc3ccccc3-n3cccc32)cc1 (configuration not stated)
  AmpC inh det = 4.7%
CCc1c(C)c2c(C)nn(-c3ccccc3)c2[nH]c1=O
  AmpC inh det = -4.5%
Cc1cc2cc3c(cc2nc1SCC(=O)O)OCCO3
  AmpC inh det = 1.1%
CCOc1ccc(OCC)c(NC(=O)C2CCN(S(=O)(=O)c3c(C)noc3C)CC2)c1
  AmpC inh det = -2.2%
CCOC(=O)NC1(Nc2ccc(Cl)cn2)Oc2ccccc2O1
  AmpC inh det = -2.2%
COc1cc2c(=O)n(Cc3ccccc3)c(=O)n(CC(=O)C(C)(C)C)c2cc1OC
  AmpC inh det = -0.8%
O=C(Oc1cccc2c(OC(=O)N3CCOCC3)cccc12)N1CCOCC1
  AmpC inh det = -3.2%
Cn1cc(-c2nc3cnc(Oc4cccc(Cl)c4)nc3n(CCC#N)c2=O)c2ccccc21
  AmpC inh det = 0.3%
O=c1c2ccccc2nc(N2CCN(c3ccccc3)CC2)n1Cc1ccccc1
  AmpC inh det = 12.6%
COc1ccc(CCNC(=O)C2CCN(S(=O)(=O)N3CCCCC3)CC2)cc1OC
  AmpC inh det = 1.1%

CC(C)CCn1cnc2c(c1=O)c1nc3ccccc3nc1n2Cc1ccc2c(c1)OCO2
  AmpC inh det = -3.0%
Cc1c(S(=O)(=O)N2CCN(C(=O)c3ccco3)CC2)c(=O)n(C)c(=O)n1C
  AmpC inh det = 0.4%
CCNC(=O)[C@H](C)/C=C/C(NC(=O)OCc1ccccc1)c1ccc(C(=O)OC)cc1 (some centres not stated)
  AmpC inh det = 14.5%
CC(C)[C@@H](C(=O)O)N1C(=O)c2ccccc2C1=O
  AmpC inh det = -4.8%[5.75 µM]
O=C(O)c1ccc(NS(=O)(=O)c2cccc3cccnc23)cc1
  AmpC inh det = 11.4%
N#Cc1c2c(c(=S)n(-c3ccccc3)c1N)CCCC2
  AmpC inh det = -4.5%
O=C(c1coc2ccc(O)c(CN3CCOCC3)c12)C1CC1
  AmpC inh det = -3.4%
CCSc1nnc(NC(=O)c2cccs2)s1
  AmpC inh det = 0.3%
O=C(COC(=O)C1CC(=O)N(C2CCCCC2)C1)c1ccc(F)cc1 (configuration not stated)
  AmpC inh det = 10.5%
C[C@@H](C(=O)NCc1ccc(S(C)(=O)=O)cc1)[C@H]1C[C@]1(C)[C@H](NC(=O)OCc1ccccc1)c1ccccc1
  AmpC inh det = -2.8%

CNC(=O)c1cc2cc(Cl)cc(OC)c2oc1=O
  AmpC inh det = -2.9%
O=c1c(/C=N/O)c(Nc2ccccc2)nc2ccccn12
  AmpC inh det = -2.2%
COc1cc2[nH]c(=S)n(CCN3CCCCC3C)c(=O)c2cc1OC (configuration not stated)
  AmpC inh det = 0.1%
O=C(CCN(CCO)Cc1ccccc1)Nc1ccc(Br)cc1
  AmpC inh det = -2.0%
Nc1ccccc1C(=O)O
  AmpC inh det = 11.7%
Nc1c(S(=O)(=O)c2cccs2)c2nc3ccccc3nc2n1Cc1cccs1
  AmpC inh det = -3.1%

Screens deposited in PubChem by National Center for Advancing Translational Sciences (NCATS).
